Bioassay records: PubChem, Fisher Drug Discovery Resource Center
mcGAS inh: blocks mouse cGAS activity. hit rate 0.15% among 160,000. Q8C6L5. recombinant cGAS, Kinase-Glo ATP depletion luminescence. inhibition, % at 12.5 µM;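 note: 0% = negative control wells and 100% = reference inhibitor with no enzyme activity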
NPYLR7 agonist: activates Aedes aegypti NPYLR7 receptor; HEK293T NPYLR7/Galpha15, GCaMP6s calcium fluorescence; activation, % at 10 µM; hit rate 0.15% among 270,000; AID 1259423; in the data active = activation above about 40%;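 note: 0% = vehicle and 100% = reference agonist at the receptor; some compounds past the cut are filed as inactive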
hcGAS lum: human cGAS inhibition | Q8N884 | recombinant h-cGAS, ATP depletion, Kinase-Glo luminescence | inhibition, % at 12.5 µM | hit rate 0.081% among 290,000 | AID 1259398;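 note: 0% = vehicle reaction and 100% = reaction without DNA for no activity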
Target sequence (Q8N884 whole entry, looked up): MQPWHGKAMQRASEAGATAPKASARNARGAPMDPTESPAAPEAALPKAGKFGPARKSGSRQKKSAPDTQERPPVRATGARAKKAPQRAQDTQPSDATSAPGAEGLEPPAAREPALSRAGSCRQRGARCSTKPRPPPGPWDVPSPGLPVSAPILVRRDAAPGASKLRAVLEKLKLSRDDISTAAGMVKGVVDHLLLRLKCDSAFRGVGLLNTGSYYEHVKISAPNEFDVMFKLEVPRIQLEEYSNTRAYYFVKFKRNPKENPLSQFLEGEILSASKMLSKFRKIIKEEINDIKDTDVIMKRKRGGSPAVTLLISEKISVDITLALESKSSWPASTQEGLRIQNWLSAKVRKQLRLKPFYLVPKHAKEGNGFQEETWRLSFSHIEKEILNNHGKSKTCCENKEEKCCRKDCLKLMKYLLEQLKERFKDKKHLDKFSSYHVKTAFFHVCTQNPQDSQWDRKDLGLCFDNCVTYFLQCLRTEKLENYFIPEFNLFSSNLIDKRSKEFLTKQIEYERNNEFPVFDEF
Active calls of the source: *. Cut-off read from the data, not from the text of the source, unless noted: active = inhibition above about 40%; inactive = the rest.

For COc1ccc(CNC(=O)C2=C(Cl)CCCC2)cc1 the results were NPYLR7 agonist 8.6 and hcGAS lum -13.8.
`CC(C)Cc1noc(Cn2cc(I)cn2)n1` gave NPYLR7 agonist 6.9 and hcGAS lum -13.1.
Screening CCc1[nH]nc(NC(=O)CN(C)C(C)C)c1C returned NPYLR7 agonist 19.7 and hcGAS lum -11.8.
For COc1ccc(NC(=O)N(Cc2nc(C(=O)NCCc3ccc(OC)c(OC)c3)cs2)C(C)C)cc1 the results were mcGAS inh -5.1, NPYLR7 agonist 20.4 and hcGAS lum -10.3.
`COc1cccnc1C(=O)NCc1nc2cc(C)c(C)cc2[nH]1` gave mcGAS inh -15.3, NPYLR7 agonist 4.0 and hcGAS lum -7.2.
`CC(NC(=O)c1coc(CN(CCN2CCOCC2)Cc2cccc(Cl)c2)n1)c1ccccc1` (centres undefined) gave mcGAS inh -3.7, NPYLR7 agonist 11.8 and hcGAS lum -1.1.
`O=C(NC1CCCCC1)N1CCn2cccc2C1c1ccc(Cl)cc1` (centres undefined) gave NPYLR7 agonist 11.1 and hcGAS lum -5.3.
For COc1ccccc1Nc1ncc(C(F)(F)F)cc1Cl the results were NPYLR7 agonist -32.6 and hcGAS lum 2.6.
`CCN(C(=O)C(C)OC(=O)CCNC(=O)CCC(=O)c1cccs1)C1CCS(=O)(=O)C1` (centres undefined) gave NPYLR7 agonist 0.5 and hcGAS lum -6.0.
CC1CCCC(NC(=O)c2ccc(S(=O)(=O)N(C)C)o2)C1 (centres undefined) was read as NPYLR7 agonist 4.9 and hcGAS lum -10.8.
For CC1=NN(C(=O)c2ccc(OCc3ccc(C)cc3)cc2)C(O)(C(F)(F)F)C1 (centres undefined) the results were NPYLR7 agonist 3.2 and hcGAS lum -10.1.
Screening CN(Cc1ccsc1)Cc1nc2sc(-c3ccccc3)cc2c(=O)[nH]1 returned NPYLR7 agonist 0.0 and hcGAS lum -2.4.
CCOC(=O)C1=C(C)NC(C)=C(C(=O)OCC)C1c1cc(-c2ccc(Cl)cc2)nn1-c1ccccc1 was read as mcGAS inh -5.1, NPYLR7 agonist -12.0 and hcGAS lum -2.9.
For Cc1ccc(NC(=O)C(C)OC(=O)C2CCCN2S(C)(=O)=O)cc1F (centres undefined) the results were NPYLR7 agonist 8.4 and hcGAS lum -10.5.
COCCN(Cc1cccn1Cc1ccccc1)C(=O)CN(C(=O)c1cccc(C)c1)C1CCCCC1 was read as mcGAS inh -5.5 and hcGAS lum -9.6.
Screening CCc1ncc(C(=O)NCc2cnn3ccccc23)cn1 returned mcGAS inh -13.2, NPYLR7 agonist 8.1 and hcGAS lum -5.3.
Screening Cc1ccc(S(=O)(=O)NCC(=O)OCc2ccc(F)cc2Cl)cc1C returned mcGAS inh -11.3, NPYLR7 agonist -1.1 and hcGAS lum -0.5.
For C(=NOCc1ccc(CON=Cc2ccccc2)cc1)c1ccccc1 the results were mcGAS inh -1.1, NPYLR7 agonist 6.0 and hcGAS lum 2.3.
For CCC1CCCCN1C(=O)c1ccc(N2CCNC2=O)cc1 (centres undefined) the results were NPYLR7 agonist 7.4 and hcGAS lum -7.9.
For Cc1cccc2c1C(=O)N(CCc1ccccc1)C(c1cscn1)N2 (centres undefined) the results were NPYLR7 agonist 14.2 and hcGAS lum -9.5.

The closing 3 compounds of the part before open the next one:
For C(=NOCc1ccc(CON=Cc2ccccc2)cc1)c1ccccc1 the results were mcGAS inh -1.1, NPYLR7 agonist 6.0 and hcGAS lum 2.3.
For CCC1CCCCN1C(=O)c1ccc(N2CCNC2=O)cc1 (centres undefined) the results were NPYLR7 agonist 7.4 and hcGAS lum -7.9.
For Cc1cccc2c1C(=O)N(CCc1ccccc1)C(c1cscn1)N2 (centres undefined) the results were NPYLR7 agonist 14.2 and hcGAS lum -9.5.
N[C@@H](C(=O)N1CCn2nc(-c3nc4ccccc4[nH]3)cc2C1)c1ccccc1 was read as mcGAS inh -9.9, NPYLR7 agonist 1.1 and hcGAS lum -1.6.
Screening CC(C)c1cc(N2CCN(c3ccccc3Cl)CC2)nc(SCc2ccc(C(=O)O)o2)n1 returned mcGAS inh -2.8, NPYLR7 agonist 4.4 and hcGAS lum -2.0.
COc1cc(/C=N\n2c(=O)c(C(C)(C)C)nn3cnnc23)ccc1O was read as NPYLR7 agonist 3.0 and hcGAS lum -5.4.
For COCCCNC(=O)Nc1cn(CCOC)c2ccccc12 the results were NPYLR7 agonist 13.4 and hcGAS lum -1.5.
`CCNC(=O)NC(=O)C(C)Nc1c(C)nn(C)c1C` (centres undefined) gave NPYLR7 agonist 12.0 and hcGAS lum 2.0.
`CNC(=O)c1ccccc1NC(=O)CCOc1cc(C)cc(C)c1` gave NPYLR7 agonist 5.7 and hcGAS lum -11.4.
`CNC(=O)Cn1nc(-c2ccc(F)cc2)c2sc(N3CCCC3)nc2c1=O` gave mcGAS inh -8.0, NPYLR7 agonist -2.5 and hcGAS lum -5.4.
`CC1(c2ccc3ccccc3c2)NC(=O)N(CN2CCN(CCc3ccccc3)CC2)C1=O` (centres undefined) gave mcGAS inh -9.4, NPYLR7 agonist 7.1 and hcGAS lum -6.8.
`Cc1cc(F)ccc1CC(=O)N1CCNCC1C(=O)Nc1ccc(F)cc1` (centres undefined) gave NPYLR7 agonist 6.3 and hcGAS lum -5.1.
`O=C(Cn1nc2c(c1NC(=O)c1cc3ccccc3o1)CSC2)NCC1CCCO1` (centres undefined) gave mcGAS inh -2.5, NPYLR7 agonist -5.2 and hcGAS lum -4.1.
Screening COc1ccc(OC)c(NC(=O)Nc2ccc(Nc3ccc(-n4ccc(C)n4)nn3)cc2)c1 returned mcGAS inh -4.1, NPYLR7 agonist -0.9 and hcGAS lum 0.0.
`C[C@]12CC[C@@H]3c4ccc(O)cc4C[C@@H](CCCCCCCCCS(=O)CCCC(F)(F)C(F)(F)F)[C@H]3[C@@H]1CC[C@@H]2O` (some centres undefined) gave mcGAS inh -3.3, NPYLR7 agonist 6.3 and hcGAS lum -3.2.
CCOC(=O)c1nn(Cc2ccccc2)c2c1CN(C(=O)Cn1nc3ccccc3n1)CC2 was read as mcGAS inh -13.7, NPYLR7 agonist 15.3 and hcGAS lum -1.0.
CC1(CCC(=O)N2CCC(Sc3ccc(F)cc3)CC2)CCC(=O)N1 (centres undefined) was read as NPYLR7 agonist 14.0 and hcGAS lum -11.2.
For CCCc1nc(N2CCC(O)(c3ccccc3)C2)c2cnn(C)c2n1 (centres undefined) the results were NPYLR7 agonist 14.9 and hcGAS lum -7.6.
For CCOc1cc(C2NC(=O)c3ccccc3N2C)ccc1O (centres undefined) the results were NPYLR7 agonist -15.3 and hcGAS lum -0.2.
Screening CCC(CC)(CC)NCc1cc(Cl)ccc1OCC#N returned NPYLR7 agonist 2.1 and hcGAS lum -7.1.
For CCCNC(=O)N(CCOC)Cc1nccn1Cc1ccc(Cl)c(Cl)c1 the results were mcGAS inh -4.2, NPYLR7 agonist 8.6 and hcGAS lum 4.5.
`COCCN(C)CC1CCCN1S(=O)(=O)c1c(C)cc(C)cc1C` (centres undefined) gave NPYLR7 agonist -0.3 and hcGAS lum -10.2.
Screening O=C(CCNC(=O)/C(=C\c1ccc2c(c1)OCO2)NC(=O)c1ccccc1)OCCCl returned NPYLR7 agonist 8.2 and hcGAS lum 0.0.
For CC(C)(C)c1ccnc2nc(N3CCN(S(=O)(=O)c4ccc(Br)cc4)CC3)nn12 the results were mcGAS inh -9.0, NPYLR7 agonist 0.9 and hcGAS lum -3.0.
CN(Cc1ccc(Cl)cc1)Cn1nc(-c2ccncc2)n(C)c1=S was read as NPYLR7 agonist 15.1 and hcGAS lum -8.3.
`Cn1ccc2c(-c3c(-c4ccccc4)ncn3CCN3CCOC3=O)cccc21` gave NPYLR7 agonist 8.4 and hcGAS lum -1.8.
`CCc1nc2c(OCC3CCCCC3)cccn2c1N(C)C(=O)Nc1ccccc1OC` gave mcGAS inh -0.2, NPYLR7 agonist -12.3 and hcGAS lum -0.2.
Cn1c2ccccc2c(=O)c2c(=O)n(Cc3ccco3)c(CN3CCCCC3)nc21 was read as NPYLR7 agonist 2.7 and hcGAS lum -4.8.
For O=S(=O)(Nc1cccnc1)c1ccc(Cl)c(Cl)c1 the results were NPYLR7 agonist 2.0 and hcGAS lum -3.2.
O=C(NCc1ccc(OCC(F)(F)F)cc1)C1CSCCS1 (centres undefined) was read as NPYLR7 agonist -0.7 and hcGAS lum -3.7.
Screening CCC1CN(C(=O)c2ccc(-c3ccncc3)nc2)CCN1C(C)C (centres undefined) returned NPYLR7 agonist -3.6 and hcGAS lum -7.0.
CCC(CC)C(=O)NCCc1cc2cc(C)c(C)cc2[nH]c1=O was read as mcGAS inh -7.8, NPYLR7 agonist -0.3 and hcGAS lum -7.6.
`Cc1ccc(-c2csc(-n3nc(C)cc3NC(=O)C3CC(=O)N(c4cccc(C)c4)C3)n2)cc1` (centres undefined) gave mcGAS inh -6.9, NPYLR7 agonist -6.4 and hcGAS lum -1.6.
Cc1cccc(C(=O)NCCc2nc(C(F)(F)F)cs2)n1 was read as NPYLR7 agonist -20.1 and hcGAS lum -3.8.
CNC(=O)c1nnc2n1CCN(C(=O)c1ccc3sccc3c1)C2 was read as NPYLR7 agonist 6.4 and hcGAS lum -7.0.
Screening Cc1ccccc1CN1CCN2C(C(N)=O)=COC2=NC1=O returned NPYLR7 agonist -2.1 and hcGAS lum -8.4.
COc1cc(OC)cc(-c2nc(=S)n3ccsc3n2)c1 was read as NPYLR7 agonist 0.2 and hcGAS lum -7.7.
`Cc1ccccc1-n1c(C)nnc1SCc1nc(C(=O)NCCCN2CCOCC2)cs1` gave mcGAS inh -5.7, NPYLR7 agonist 1.1 and hcGAS lum -9.6.
Screening CCc1ncc(CN2CCOC(CCCc3ccccc3)C2)cn1 (centres undefined) returned NPYLR7 agonist 20.7 and hcGAS lum -7.9.
For COc1ccc(N2C(=O)C3C(C2=O)C2C=CC3C23CC3)c([N+](=O)[O-])c1 (centres undefined) the results were NPYLR7 agonist -1.3 and hcGAS lum -4.5.
CN(C)CC1CCCCN1C(=O)c1ccnc(OCC(F)(F)F)c1 (centres undefined) was read as NPYLR7 agonist 1.8 and hcGAS lum -10.9.
Screening NC(=O)C1(C(=O)N(C/C=C/c2ccccc2)CCO)CC1 returned mcGAS inh -16.6, NPYLR7 agonist 1.2 and hcGAS lum -5.0.
For CCN(CC(=O)OC1CC(C)OC1=O)Cc1ccc(Cl)cc1 (centres undefined) the results were NPYLR7 agonist -0.5 and hcGAS lum -8.5.

3 entries out of the list, sorted by molecular weight, lowest first.
CN(Cc1ccc(Cl)cc1)Cn1nc(-c2ccncc2)n(C)c1=S was read as NPYLR7 agonist 15.1 and hcGAS lum -8.3.
`CCc1nc2c(OCC3CCCCC3)cccn2c1N(C)C(=O)Nc1ccccc1OC` gave mcGAS inh -0.2, NPYLR7 agonist -12.3 and hcGAS lum -0.2.
For CC(C)(C)c1ccnc2nc(N3CCN(S(=O)(=O)c4ccc(Br)cc4)CC3)nn12 the results were mcGAS inh -9.0, NPYLR7 agonist 0.9 and hcGAS lum -3.0.

Carrying on.
Screening C=C(C)Cn1c(SCC(=O)OC)nc2c1c(=O)n(C)c(=O)n2C returned mcGAS inh 0.2, NPYLR7 agonist -15.7 and hcGAS lum 3.6.
`NC(=O)C1CCN(C(=O)c2csc(-c3ccc(F)cc3)n2)CC1` gave NPYLR7 agonist 0.2 and hcGAS lum -6.3.
Screening COc1cccc(C(=O)NCCn2ncc3c(=O)n(Cc4cccc(C)c4)cnc32)c1OC returned mcGAS inh -9.2, NPYLR7 agonist 2.7 and hcGAS lum -6.7.
Screening CCOC(=O)c1[nH]c(C)c(C(=O)C(C)C)c1C returned mcGAS inh 0.5, NPYLR7 agonist -6.9 and hcGAS lum 0.2.
COC(=O)c1cc(C)sc1NC(=S)NC(C)c1cn(C)nc1C (centres undefined) was read as NPYLR7 agonist -15.0 and hcGAS lum 0.6.
Screening O=C(c1csc(CSc2nnc(-c3ccco3)n2-c2ccc(F)cc2)n1)N1CCN(C/C=C/c2ccccc2)CC1 returned mcGAS inh -6.0, NPYLR7 agonist -4.6 and hcGAS lum -16.9.
Screening COc1ccc(C(=O)Nc2cccc3c2C(=O)c2ccccc2C3=O)cc1 returned mcGAS inh -4.8, NPYLR7 agonist -3.5 and hcGAS lum 4.1.
`C/C=C(\C)C(=O)N1CCN(c2nc3ccccc3nc2C)CC1` gave NPYLR7 agonist 24.8 and hcGAS lum -2.6.
Cc1[nH]c2ccccc2c1S(=O)(=O)CCNC(=O)Nc1ccccc1C#N was read as NPYLR7 agonist -1.6 and hcGAS lum -4.1.
For Cc1cc(C(=O)NS(=O)(=O)Cc2ccc(F)cc2)no1 the results were NPYLR7 agonist 11.1 and hcGAS lum -7.6.
`CCCCN=C(C)c1c(O)n(CC)c(=S)n(CC)c1=O` gave mcGAS inh -5.7, NPYLR7 agonist 1.3 and hcGAS lum -1.1.
CCCc1nc(C)cc(N2CCN(C(=O)c3ncn[nH]3)CC2)n1 was read as NPYLR7 agonist 10.9 and hcGAS lum -5.8.
`O=C1NCCCC1Nc1nccc(CCC(F)(F)F)n1` (centres undefined) gave NPYLR7 agonist 5.7 and hcGAS lum -8.6.
Cc1ccc(C)c(C(NC(=O)c2nnc(C)o2)c2cccnc2)c1 (centres undefined) was read as NPYLR7 agonist -0.4 and hcGAS lum 0.6.
For Cc1ccn(-c2ccc(Nc3ccc(NC(=O)Nc4ccccc4)cc3)nn2)n1 the results were mcGAS inh -7.0, NPYLR7 agonist -6.5 and hcGAS lum -5.0.

Structures listed so far that have a tert-butyl group (two):
COc1cc(/C=N\n2c(=O)c(C(C)(C)C)nn3cnnc23)ccc1O was read as NPYLR7 agonist 3.0 and hcGAS lum -5.4.
For CC(C)(C)c1ccnc2nc(N3CCN(S(=O)(=O)c4ccc(Br)cc4)CC3)nn12 the results were mcGAS inh -9.0, NPYLR7 agonist 0.9 and hcGAS lum -3.0.
